Screening data deposited in PubChem by NMMLSC.
QS inhibitor – S. aureus quorum sensing inhibitors, primary screen, RNAIII-GFP reporter, flow cytometry. 24,000 tested, 0.3% active. AID 527, 2006. inhibition, % at 2 µM. S. aureus RN6390 RNAIII-GFP reporter, AIP-induced, flow cytometry 3 h;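 active = share of bacteria positive for the green fluorescent reporter and its mean brightness both inhibited by 50% or more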;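 note: 0% = AIP-stimulated control and 100% = unstimulated bacteria without AIP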
QS inhibitor GFP MFI % – recorded beside QS inhibitor, whose call it bears; inhibition, %; measured here: inhibition of GFP MFI
* hit, by the source's call. These rows are one share of the data; count on the stated rates, not on these rows.

QS inhibitor | QS inhibitor GFP MFI % | SMILES
0 | -19 | CCCS(=O)(=O)C(=C1Nc2ccccc2N1)S(=O)(=O)CCC
-3 | 4 | C=CCSc1nc(N)c2c(C)c(C)sc2n1
0 | 4 | O=C(CSc1nnnn1-c1ccc2c(c1)OCO2)NCc1cccs1
0 | -1 | N#C/C(C(=O)N1CCOCC1)=C1/SC=C(c2ccccc2)N1c1ccccc1
37 | 39 | O=c1cc(N2CCc3ccccc32)[nH]c(=O)n1-c1ccccc1
1 | 5 | CCn1c(SCc2nc3ccccc3c(=O)[nH]2)nnc1-c1cccnc1
-2 | -30 | CCOc1ncccc1C(=O)OCC(=O)Nc1ncc(C(F)(F)F)cc1Cl
2 | -2 | COc1ccc(OC)c(NC(=O)c2nnn(CCc3ccccc3)c2N)c1

Six of the entries above in order of the QS inhibitor value, falling.
smiles | QS inhibitor | QS inhibitor GFP MFI %
O=c1cc(N2CCc3ccccc32)[nH]c(=O)n1-c1ccccc1 | 37 | 39
COc1ccc(OC)c(NC(=O)c2nnn(CCc3ccccc3)c2N)c1 | 2 | -2
CCn1c(SCc2nc3ccccc3c(=O)[nH]2)nnc1-c1cccnc1 | 1 | 5
O=C(CSc1nnnn1-c1ccc2c(c1)OCO2)NCc1cccs1 | 0 | 4
CCOc1ncccc1C(=O)OCC(=O)Nc1ncc(C(F)(F)F)cc1Cl | -2 | -30
C=CCSc1nc(N)c2c(C)c(C)sc2n1 | -3 | 4

Further records:
QS inhibitor | QS inhibitor GFP MFI % | SMILES
-4 | -12 | CN1CCN(CCCNC(=O)Cn2ncc3c4ccccc4n(C)c3c2=O)CC1
-4 | -34 | COc1ccc(NC(=O)N2CCC(c3ccccc3)C2)c(OC)c1 (configuration not stated)
-2 | -9 | COc1ccccc1-n1c(N)c(C(N)=O)sc1=S
8 | 31 | Cc1ccc(-n2c(Cc3cccn3C)nnc2SCC(=O)Nc2ccc3c(c2)OCO3)cc1
0 | 8 | COc1ccccc1-c1nnc(SCc2ccccn2)n1C
-4 | 0 | Cc1cccn2c(=O)c3cc(C(=O)Nc4ccc(N(C)C)cc4)n(C)c3nc12
-1 | 0 | CCc1nnc(NC(=O)CSc2nnc(-c3ccc(OC)cc3)n2C)s1
0 | 5 | CCCCNC(=O)CC1N=C2c3ccccc3N=C(SCC(=O)Nc3ccc(OC)cc3)N2C1=O (configuration not stated)

QS inhibitor | QS inhibitor GFP MFI % | SMILES
-8 | -19 | CCOC(=O)c1nnn(-c2nonc2N)c1CSc1ccccn1
-2 | -9 | COc1ccc(OC)c2[nH]c(=O)c(CCNC(=O)c3ccc(S(=O)(=O)N4CCCC4)cc3)cc12
2 | 9 | CCOC(=O)Cn1c(=O)oc2cc(S(=O)(=O)Nc3ccc(F)cc3)ccc21
-1 | -1 | COCCCC/C(=N\OCCN)c1ccc(C(F)(F)F)cc1
-3 | -22 | Cc1cc(C)n(-c2nc3c(c(=O)n(Cc4ccc(Cl)c(Cl)c4)c(=O)n3C)n2C)n1
0 | 4 | CCn1[nH]c(=O)c(=Nc2c(C)n(C)n(-c3ccccc3)c2=O)cc1-c1ccc(Cl)cc1
0 | 2 | Cc1ccc(S(=O)(=O)Cn2nnnc2CN(Cc2ccco2)CC2CCCO2)cc1 (configuration not stated)
2 | -8 | Cc1nn(C)c(C)c1S(=O)(=O)N1CCC(C(=O)NC2CCCCCC2)CC1

QS inhibitor | QS inhibitor GFP MFI % | SMILES
5 | 7 | CCOc1cccc(-c2nnc3sc(COc4ccc(OC)cc4)nn23)c1
-14 | -30 | COc1ccc(S(=O)(=O)NCc2ccc(C(=O)N3CCN(c4ccccn4)CC3)cc2)cc1
-1 | -18 | CN(C)C(=O)N1CCCC(C(=O)NCc2ccccc2)C1 (configuration not stated)
2 | 12 | Cc1cc(C(=O)Cn2cncn2)c(C)n1CCc1ccc(F)cc1
-2 | 4 | CCOCCc1c(O)nc(SCC(=O)NCc2ccco2)[nH]c1=O
-6 | -6 | CCOC(=O)CSc1nc2c([nH]c3ccccc32)c(=O)n1C
-1 | -4 | CC(C)OCCCNC(=O)CN1CCN(Cc2ccccc2Cl)C1=O
-1 | 7 | O=C(CCCCn1c(=O)[nH]c2ccccc2c1=O)NC1CCN(Cc2ccccc2)CC1

QS inhibitor | QS inhibitor GFP MFI % | SMILES
16 | 25 | O=C(CSc1nnc(-c2ccc(Cl)s2)o1)N1CCCc2ccccc21
0 | 3 | NC(Cc1ccc(Oc2ccc(O)cc2)cc1)C(=O)O (configuration not stated)
-1 | -4 | Cc1ccccc1-n1nc2c(c1NC(=O)c1c(-c3ccccc3Cl)noc1C)CS(=O)(=O)C2
4 | 10 | O=C(c1ccco1)N1CCN=C1SCc1ccccc1Cl
-10 | -20 | CCC(=O)N1CCCc2cc(S(=O)(=O)N3CCN(c4ncccn4)CC3)ccc21
10 | 19 | O=C(COc1cccc(Oc2ccccc2)c1)Nc1ncccn1
0 | 0 | COc1ccc(N(CC(=O)N2c3ccccc3CC2C)S(=O)(=O)c2c(C)nn(C)c2C)cc1 (configuration not stated)
2 | 3 | O=C(NCC1CCCO1)C1CC(=O)N(C2CCCCCC2)C1 (configuration not stated)

QS inhibitor | QS inhibitor GFP MFI % | SMILES
0 | -6 | Cc1nc(CNS(=O)(=O)c2ccc(Oc3ccccc3)cc2)cs1
-5 | -12 | COc1cccc(CNn2c(-c3cccc(C)c3)nc3ccccc3c2=O)c1O
-2 | -3 | COC(=O)C(CC(C)C)NC(=O)CSc1nc(-c2ccccc2)c(C#N)c(=O)[nH]1 (configuration not stated)
-5 | -23 | O=C(NCCN1CCOCC1)c1noc2c1CCc1ccccc1-2
-1 | 1 | Cc1ccc(N)cc1CN1CCCC1=O
2 | 5 | CC(=O)Nc1ccc2nc(-c3cccnc3)[nH]c2c1
5 | 11 | COc1ccc(NC(=O)Cn2nnc(C(=O)NCc3ccccc3)c2N)cc1Cl
3 | 14 | Cc1ccc(SCc2[nH]nc3c2C(c2ccc(C)o2)C(C#N)=C(N)O3)cc1 (configuration not stated)

QS inhibitor | QS inhibitor GFP MFI % | SMILES
-4 | -2 | COCCCNC(=O)CCn1c(=O)c2ccccc2n(CC(=O)Nc2cc(Cl)ccc2C)c1=O
8 | 39 | CC(C)CC(c1nnnn1C(C)(C)C)N1CCN(C2CCCC2)CC1 (configuration not stated)
-3 | -6 | NC(=O)c1c(-c2ccccc2)oc2ccc(O)cc12
1 | 5 | CCn1cc(C(=O)Nc2ccc(NC(=O)c3ccco3)cc2)c(=O)c2ccc(C)nc21
-1 | -10 | CCCc1ccc(C(C)NC(=O)c2cnccn2)cc1 (configuration not stated)
-1 | -5 | Cn1c(=O)oc2cc(S(=O)(=O)NCCC(=O)NC3CCCc4ccccc43)ccc21 (configuration not stated)
0 | 0 | Cc1cccc(N=C2NC(=O)CS2)c1C
2 | 19 | O=C(NCc1ccco1)c1cc(-c2ccncc2)nc2ccccc12

QS inhibitor | QS inhibitor GFP MFI % | SMILES
-1 | -10 | CCC(CCC(=O)Nc1cccc(C(=O)O)c1)C(=O)O (configuration not stated)
0 | -12 | Cc1ccc(N2C(=O)c3ccc(N)cc3C2=O)cc1C
50 | 48 | CCCN(CCC)S(=O)(=O)c1ccc(C(=O)Nc2nnc(-c3cc(OC)cc(OC)c3)o2)cc1
-1 | 4 | CCn1cc(SCC(=O)Nc2cc(C)on2)c2ccccc21
-2 | -4 | Cn1c(=N)n(CC(=O)O)c2ccccc21
-1 | 2 | COC(=O)c1ccc(C2C(C#N)=C(N)Oc3cc(C)n(C)c(=O)c32)cc1 (configuration not stated)
10 | 13 | CC1CCC(NC(=O)Cn2c(=O)[nH]c3ccsc3c2=O)CC1 (configuration not stated)
-1 | -21 | CCOC(=O)N1CCC(n2c(=S)[nH]c3cc(OCC)c(OCC)cc3c2=O)CC1

QS inhibitor | QS inhibitor GFP MFI % | SMILES
0 | -5 | CCn1cc(C(C)NC(=O)COc2ccc(Cl)cc2C)c(C)n1 (configuration not stated)
-3 | 5 | O=C(Cn1cc2c(n1)CCCC2)NCCCN1CCN(C2CCCCC2)CC1
0 | -16 | CCc1cccc(NC(=O)Cn2ncn3c(cc4ccccc43)c2=O)c1
0 | 7 | O=S(=O)(Nc1cccnc1)c1ccc2c(c1)OCCO2
-1 | 3 | O=C(c1ccc2c(c1)N(Cc1ccc(F)cc1)C(=O)CS2)N1CCOCC1
0 | -15 | CCOC(=O)c1oc2ccccc2c1NC(=O)Cc1cccs1
-4 | -11 | O=C(NCc1cccnc1)C1CCN(S(=O)(=O)N2CCOCC2)CC1
3 | 39 | CCOC(=O)C1C(=O)Oc2ccc3ccccc3c2C1C1CCOC1=O (configuration not stated)

QS inhibitor | QS inhibitor GFP MFI % | SMILES
-2 | -8 | CCOC(=O)N1CCC(NC(=O)CS(=O)(=O)Cc2nc(-c3ccccc3C)oc2C)CC1
-1 | -14 | Cc1cc(C)cc(NC(=O)C2CCCN(S(=O)(=O)c3cnc[nH]3)C2)c1 (configuration not stated)
2 | 7 | COc1ccc(N=Cc2c(O)[nH]c3ccccc23)cc1OC
21 | 57 | Cc1cc(S(=O)(=O)N(Cc2ccccc2)Cc2ccc(N(C)C)cc2)ccc1-n1cnnn1
4 | 10 | Cc1nc2nc(SCC(=O)N3CCOCC3)nn2c(C)c1Cc1ccccc1
-4 | -14 | COc1ccc(CCNC(=O)CN2C(=O)C3(OCCCO3)c3ccccc32)cc1OC
1 | 1 | CCCCN(C)CCNC(=O)c1ccc2c(c1)NC(=O)C(N1CCCCC1)S2 (configuration not stated)
4 | 14 | Cc1nc(NC(=O)c2csc3ccccc23)sc1C

QS inhibitor | QS inhibitor GFP MFI % | SMILES
0 | 6 | Cn1c(C(=O)NCCN2CCN(Cc3ccccc3)CC2)cc2c(=O)n(C)c3ccccc3c21
-1 | 3 | CCN1CCN(c2nc3c(c(=O)n(C)c(=O)n3C)n2CCSc2ncccn2)CC1
-3 | -33 | COc1ccc(NC(=O)N(CCCN2CCOCC2)Cc2cccnc2)c(OC)c1
9 | 17 | CCCCn1c(SCC(=O)c2ccc3c(c2)OCCO3)nnc1-c1ccco1
5 | 10 | CCCCN(CC)S(=O)(=O)c1ccc(C(=O)Nc2nnc(CSC)o2)cc1
-2 | -2 | CCOc1ccc(-c2cc3nc(C4CCN(C(=O)OC(C)(C)C)CC4)c(C(=O)O)cn3n2)cc1
-7 | 0 | CC1(C)CC(=O)N(CC(=O)N2CCN(c3ncccn3)CC2)c2ccccc2S1(=O)=O
3 | 12 | CCc1nnc(NC(=O)OCc2ccccc2)s1

QS inhibitor | QS inhibitor GFP MFI % | SMILES
-2 | -6 | Cc1ccc(C)c(C2=CSC3=NCCN23)c1
6 | 18 | COc1ccc(C)cc1NC(=O)CN(Cc1nnc(-c2ccc(Cl)cc2)o1)C1CCCC1
5 | 15 | COC(=O)CNc1nc(-c2ccccc2F)nc2ccccc12
-3 | -20 | O=C(O)C1CCCCC1C(=O)NCCCN1CCOCC1 (configuration not stated)
1 | 12 | CCn1cc(S(=O)(=O)CC(=O)Nc2cc(C)on2)c2ccccc21
0 | -7 | COCCn1c(=O)[nH]c2cc(C(=O)NCc3cccnc3)ccc2c1=O
0 | -1 | CN1CCN(Cc2nc3c(c(=O)[nH]c(=O)n3C)n2CCc2ccccc2)CC1
-4 | -12 | CCOc1ccccc1NC(=O)CCN1CCN(S(=O)(=O)c2ccc(OC)cc2)CC1

Entries of single compounds, quoted from the list. Order of values: QS inhibitor, QS inhibitor GFP MFI %
CCOc1ccccc1NC(=O)CCN1CCN(S(=O)(=O)c2ccc(OC)cc2)CC1 as listed: -4, -12
CCn1cc(S(=O)(=O)CC(=O)Nc2cc(C)on2)c2ccccc21 as listed: 1, 12
CN1CCN(Cc2nc3c(c(=O)[nH]c(=O)n3C)n2CCc2ccccc2)CC1 as listed: 0, -1

Carrying on.
QS inhibitor | QS inhibitor GFP MFI % | SMILES
-4 | -26 | CC(C)Cc1nc(S(=O)(=O)c2ccc(Cl)cc2)c(N2CCOCC2)o1
7 | 19 | COc1ccc(C2N(c3ccccn3)C(=O)C3CCCN32)c(OC)c1 (configuration not stated)
20 | 1 | O=C(CSc1nnc(-c2ccc(Br)o2)n1Cc1ccccc1)c1ccccc1F
0 | 2 | COc1cccc(-n2c(Cc3cc(=O)[nH]c(=O)[nH]3)nnc2SCC(=O)NC2CCCCC2)c1
-5 | -5 | Cc1nc(C)c(C(=O)Nc2ccccc2-c2ccccc2)o1
-1 | 3 | CC(C)c1nnc(NC(=O)C2CCCCC2)s1
-2 | -17 | COC(=O)c1ccc2c(=O)n(CCN3CCOCC3)c(SCC(=O)c3ccccc3)nc2c1
1 | -11 | CCC(=O)N1c2ccc(S(=O)(=O)N(CCO)Cc3ccccc3)cc2CC1C (configuration not stated)

QS inhibitor | QS inhibitor GFP MFI % | SMILES
8 | 30 | CCOc1ccc(OCC)c(NC(=O)CCn2c(=O)oc3ccccc32)c1
-5 | -43 | Cc1cc(N2CCOCC2)nc2ccc(NC(=O)CCC(=O)N3CCCC(C)C3)cc12 (configuration not stated)
3 | 17 | COc1ccccc1-n1nc(C(=O)Nc2ccc3c(c2)OCO3)c2ccccc2c1=O
-4 | -70 | CCOC(=O)CSc1nc(-c2ccc(OC)cc2)ns1
-6 | -7 | COc1cccc(C2CC(c3ccccc3)Nc3nc(N)nn32)c1 (configuration not stated)
-1 | -34 | O=C(NCCCN1CCOCC1)C1CC(=O)N(CCc2ccccc2)C1 (configuration not stated)
-3 | -3 | CN1CCN(c2ccccc2NC(=O)Cc2cn(C)c3ccccc23)CC1
6 | 17 | O=C(NCCCn1ccnc1)c1noc2c1CCCC2

QS inhibitor | QS inhibitor GFP MFI % | SMILES
-2 | -6 | O=C(CCNS(=O)(=O)c1cccc2nsnc12)N1CCN(c2ccccn2)CC1
-3 | 2 | Cn1c(=O)n(C)c2cc(CN3C(=O)OC(C)(C)C3(C)O)ccc21 (configuration not stated)
4 | 9 | O=C(NCc1ccco1)C1CCCN(S(=O)(=O)c2cnc[nH]2)C1 (configuration not stated)
1 | 8 | COc1ccc(N(C(=O)c2ccccc2OC)C2C=CS(=O)(=O)C2)c(OC)c1 (configuration not stated)
-2 | -8 | O=C1C2CCCN2C(c2ccc(Cl)cc2)N1c1nccs1 (configuration not stated)
-1 | -2 | CC(NC(=O)c1cccs1)C(c1cccs1)N1CCOCC1 (configuration not stated)
